Assay outcomes as filed in PubChem BioAssay.
DSG3 Ab inh – inhibitors of pemphigus antibody binding to DSG3, primary screen, biochemical, bead-based, flow cytometry, scFv-GFP; Desmoglein-3 (Homo sapiens), P32926; DSG3-coupled beads, scFv-anti-DSG3-GFP binding; hits give low values; binding (percent of control), % at 10 µM; 310,000 tested, 0.48% active;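 active means binding more than 3 SD below its plate's average and above zero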;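 further: hits lower antibody fragment binding to DSG3; some compounds called inactive have numbers as strong as hits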
MITF act – activators of MITF-driven TRPM1 promoter reporter, primary screen, cell-based, SK-MEL-5, luciferase, single point; SK-MEL-5 TRPM1-promoter luciferase, 24 h; % of positive control, neutral wells = 0; activation, % at 12.5 µM; 300,000 tested, 0.75% active; AID 588334, 2011;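 active means mean activation of at least 80% with every replicate also reaching 80%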;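 further: 0% = neutral control wells and 100% = parthenolide positive control wells; values of inactives mirror those of a sister screen read the other way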
PKA-R2B act – activators of PKA-R2B holoenzyme, primary screen, biochemical, fluorescence polarization, Cy5-IP20, human. PKA-R2B holoenzyme dissociation; R2B truncated from residue 108, S112A mutant; 0% DMSO only, 100% 113 µM cGMP. activation, % at 11.4 µM. 340,000 tested, 0.079% active. AID 504700, 2011;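 active means activation above a cutoff set at the mean over all compounds plus 3 SD, cut at about 18% in these data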;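 further: higher means more holoenzyme dissociation and a rise in polarization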
Target sequence (P31323 whole entry, looked up, other chains not shown, the tested form may be a part): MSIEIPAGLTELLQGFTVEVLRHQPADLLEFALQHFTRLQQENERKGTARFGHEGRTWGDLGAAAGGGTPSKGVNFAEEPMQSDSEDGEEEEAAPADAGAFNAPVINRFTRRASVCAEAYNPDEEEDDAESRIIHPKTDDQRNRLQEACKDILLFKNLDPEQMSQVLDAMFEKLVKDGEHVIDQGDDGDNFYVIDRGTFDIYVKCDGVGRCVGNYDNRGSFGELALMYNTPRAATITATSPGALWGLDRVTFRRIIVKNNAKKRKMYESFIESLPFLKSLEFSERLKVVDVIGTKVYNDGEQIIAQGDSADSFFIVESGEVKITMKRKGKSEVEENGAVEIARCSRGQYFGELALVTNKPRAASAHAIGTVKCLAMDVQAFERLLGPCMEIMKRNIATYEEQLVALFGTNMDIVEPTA
PKA-R1A act – activators of PKA-R1A holoenzyme, primary screen, biochemical, fluorescence polarization, Cy5-IP20, bovine R1A, mouse PKAc | cAMP-dependent protein kinase type I-alpha regulatory subunit (Bos taurus) + … | 340,000 tested, 0.083% active | activation, % at 11.4 µM | PKA-R1A dissociation; scaled: DMSO 0%, 113 µM cGMP 100%;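 active means percent activation above the mean of all tested compounds plus 3 SD, cut at about 19% in these data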;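 further: higher means more PKAc released from R1A so a rise in polarization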
Arr AP2 block – inhibitors of beta-arrestin/AP2 binding, primary screen, biochemical, GPCR trafficking, flow cytometry | AID 504490, 2011 | FITC-arrestin peptide / GST-AP2 beads; AP2 beta2 appendage carries R879A mutation | 340,000 tested, 0.31% active | inhibition, % at 10 µM;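 active means inhibition above a set limit, near 3 SD of compounds lacking own fluorescence, cut at about 54% in these data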;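 further: plate controls were DMSO wells for no effect and 5 µM unlabelled arrestin peptide for full effect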
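Measured by: flow cytometry, FL1 (488/535 nm); Material: AP2 appendage R879A on GSH beads; Evaluation: percent response; Timing: pre-incubation 12 min, peptide binding 1 h, room temperature; Also added: 50 nM FITC-arrestin peptide; Medium: PBS with 0.05% Tween 20 and 0.1% BSA.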
SR-BI DiI inh – inhibitors of SR-BI mediated HDL lipid uptake, primary screen, ldlA[mSR-BI] cells, fluorescence, single point | Scavenger receptor class B member 1 (Mus musculus), Q61009 | ldlA[mSR-BI] CHO cells, DiI-HDL uptake fluorescence, 3 h | inhibition, % at 12.5 µM | 320,000 tested, 0.96% active;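 active means mean replicate inhibition of at least 70% and a set share of replicates each scoring 70 or more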;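 further: 0% = median of neutral control wells and 100% = median of positive control wells; values of inactives mirror those of a sister screen read the other way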
Target sequence (Q61009 whole entry, looked up): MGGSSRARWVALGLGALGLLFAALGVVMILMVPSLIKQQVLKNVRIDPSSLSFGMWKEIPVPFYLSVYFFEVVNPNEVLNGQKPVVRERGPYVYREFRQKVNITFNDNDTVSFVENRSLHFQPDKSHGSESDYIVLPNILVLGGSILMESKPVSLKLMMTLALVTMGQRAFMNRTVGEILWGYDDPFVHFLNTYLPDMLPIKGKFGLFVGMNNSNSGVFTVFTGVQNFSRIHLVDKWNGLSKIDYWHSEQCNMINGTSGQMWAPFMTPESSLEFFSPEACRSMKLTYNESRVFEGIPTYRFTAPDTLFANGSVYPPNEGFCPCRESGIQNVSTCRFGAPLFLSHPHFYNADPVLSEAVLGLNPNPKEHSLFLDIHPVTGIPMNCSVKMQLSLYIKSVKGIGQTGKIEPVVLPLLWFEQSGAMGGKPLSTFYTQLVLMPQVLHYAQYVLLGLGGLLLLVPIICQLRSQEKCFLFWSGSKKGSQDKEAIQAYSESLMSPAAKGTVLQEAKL
dFosB act – activators of delta FosB homodimer, primary screen, biochemical, fluorescence polarization, TAMRA-CDK5 oligo, single point; activation, % at 25 µM; purified delta FosB; percent of positive-control signal above neutral wells; 340,000 tested, 0.99% active;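 active means mean activation above about 17%, with every replicate also reaching it, limit read from the data, passing the limit was not always enough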;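 further: fluorescence polarization rise as delta FosB binds a TAMRA Cdk5 AP-1 oligo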
SR-BI DiI-HDL act – activators of SR-BI mediated DiI-HDL uptake, primary screen, ldlA[mSR-BI] CHO cells, DiI fluorescence; 3 h; 100 = double the neutral-control signal; activation, % at 12.5 µM; 320,000 tested, 0.096% active; AID 504775, 2011;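 active means mean replicate activation of at least 60% and every replicate at or above 60%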;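 further: 0% = median plate neutral-control signal and 100% = twice that signal; values of inactives mirror those of a sister screen read the other way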
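Material – SR-BI-overexpressing, LDLR-lacking CHO cells · Medium – BSA-supplemented, HEPES-buffered Ham's F12, pH 7.4 · Doses – single concentration · Times – compound with DiI-HDL co-incubation, 3 h at 37 °C · Measured by – bottom-read fluorescence, 550/595 nm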
CDK5 inh – inhibitors of human CDK5/p35 kinase, primary screen, biochemical, single concentration; Cyclin-dependent kinase 5 (Homo sapiens) + Cyclin-dependent kinase 5 activator 1 (Homo …; Recombinant CDK5/p35, ADP-Glo luminescence, 60 min; inhibition, % at 10 µM; 330,000 tested, 0.01% active; AID 488839, 2010;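 active means highest replicate inhibition of at least 50% and at least 75% of replicates reaching 50%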;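 further: plate controls were DMSO neutral control for no effect and GW8510 at 10 µM for full effect; many of its hits are not listed in these tables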
NSD2 HMT inh – NSD2 histone methyltransferase inhibitors, primary screen, biochemical, AlphaScreen, single concentration, set 2. NSD2 peptide methylation, 120 min. inhibition, % at 12.5 µM. 310,000 tested, 0.54% active; in the data active means inhibition above about 50%
SUMO Mot1 rescue – yeast Mot1-301 growth rescue at high temperature, primary screen, SUMOylation pathway inhibitor project, S. cerevisiae, ATP luminescence, 38.5C; growth rescue, % at 18.8 µM; S. cerevisiae Mot1-301 growth rescue; percent above DMSO median, 100 means doubled; 320,000 tested, 1% active;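 active means every valid replicate shows activation above 250% relative to neutral control wells; inactive means the rest, any valid replicate at or below 250%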;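 further: OY570 slx delta 5 strain wells were the positive control but not used for scaling; some compounds called inactive have numbers as strong as hits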
* hit, by the source's call; / = not tested or not shown.

SMILES	DSG3 Ab inh	MITF act	PKA-R2B act	PKA-R1A act	Arr AP2 block	SR-BI DiI inh	dFosB act	SR-BI DiI-HDL act	CDK5 inh	NSD2 HMT inh	SUMO Mot1 rescue
O=C(NCc1ccccc1)NC1CCS(=O)(=O)C1 (configuration not stated)	92	3	5	3	6	-4	2	4	0.3	-1	10
O=C(N/N=C/c1coc2ccccc2c1=O)c1ccccc1Br	124	20	5	9	-3	-22	9	22	0.3	-3	-11
O=C(c1ccc(Cl)c([N+](=O)[O-])c1)N(c1ccccn1)c1ccccn1	109	2	6	0	6	-24	-4	24	-0.4	-2	0
Cc1cnc(NC(=O)CSc2nnc3ncccn23)s1	101	2	-10	-7	-5	-24	1	24	-0.2	2	10
O=C(COC(=O)c1ccc2c(c1)OCCO2)NCCc1ccc(F)cc1	/	4	15	1	-3	-15	9	15	-7.4	1	8
Cc1nn(C)c(C)c1NC(=O)C12CC3CC(CC(C3)C1)C2	103	-3	-25	-4	-3	18	1	-18	3.6	11	6
COc1ccc(-c2cc(C3CC3)nc3sc(C#N)c(N)c23)cc1	103	13	-1	-3	0	69	3	-69	3.0	-1	-31
O=C(O)/C=C\C(=O)Nc1ccc(N2CCN(c3cccc(Cl)c3)CC2)cc1	96	11	-5	5	6	31	-11	-31	-1.3	3	73
CS(=O)(=O)c1nc(S(=O)(=O)c2ccc(Cl)cc2)c(NCc2ccccn2)s1	102	-8	-1	-10	33	6	-12	-6	0.9	0	-20
COc1cc(NC(=O)Cn2cnc3ccccc3c2=O)c(OC)cc1Cl	107	2	-10	-7	1	29	-5	-29	-3.9	-2	8
Cc1ccc(Cn2c(=O)sc3ccccc3c2=O)cc1	95	7	-6	0	-6	0	0	0	0.6	-3	-10
Cc1c(C(=O)N2CCN(C(=O)c3ccco3)CC2)oc2c(Cl)cccc12	/	21	-3	-8	-2	44	-7	-44	-0.7	3	-5
COC(=O)c1ccc(S(=O)(=O)N2CCC(C(N)=O)CC2)n1C	/	0	5	2	2	-11	-8	11	0.9	-1	4
Cc1nnc(NC(=O)CN2CCN(Cc3ccccc3Cl)CC2)s1	109	-1	2	5	1	-11	-2	11	1.5	3	-2
Cc1cccc(C(=O)NNC(=O)CSc2nnc(C(C)C)n2C)c1	103	-4	-7	3	16	-5	6	5	0.1	-4	89
O=C(O)c1ccccc1SCCS(=O)(=O)c1ccc(Cl)cc1Cl	93	0	0	-4	9	-2	-2	2	1.0	-1	-7
COc1ccccc1OCC(=O)Nc1ccccc1C(=O)NCc1cccnc1	121	1	3	-6	20	/	-4	/	-0.3	-4	0
C=C(CCO)C1=CCN(S(=O)(=O)C(C)(C)C)[C@H]1CCO	101	-4	-9	1	3	13	-6	-13	0.9	/	/
Cc1ccccc1NC(=O)Cn1c(=O)oc2ccccc21	118	/	10	5	16	10	0	-10	-1.3	26	-11
Cc1cccc(Oc2ccc(S(=O)(=O)N3CCCCC3)cc2N)c1	101	-13	-14	-20	2	0	-17	0	-2.5	-2	13
CC1CCc2nn(CC(=O)N3CCCCCC3)cc2C1 (configuration not stated)	110	1	6	-6	11	-14	8	14	1.7	/	11
COc1ccc(C(=O)OCn2nnc3ccccc3c2=O)cc1	100	13	-1	-7	-1	-12	-11	12	-1.2	0	22
CCOc1ccc2nc(NC(=O)C(NS(=O)(=O)c3cccc4nsnc34)C(C)C)sc2c1 (configuration not stated)	102	/	0	2	-8	-12	2	12	0.3	/	38
c1ccc(-c2csc3nnc(SCc4ccc5c(c4)OCO5)n23)cc1	113	-4	-3	-2	-1	2	-4	-2	5.3	/	9

Single values from the results shown:
For MITF act, `c1ccc(-c2csc3nnc(SCc4ccc5c(c4)OCO5)n23)cc1` has -4
For SR-BI DiI inh, `CS(=O)(=O)c1nc(S(=O)(=O)c2ccc(Cl)cc2)c(NCc2ccccn2)s1` has 6
For CDK5 inh, `Cc1ccc(Cn2c(=O)sc3ccccc3c2=O)cc1` has 0.6
For DSG3 Ab inh, `O=C(c1ccc(Cl)c([N+](=O)[O-])c1)N(c1ccccn1)c1ccccn1` has 109
For DSG3 Ab inh, `O=C(NCc1ccccc1)NC1CCS(=O)(=O)C1` (configuration not stated) has 92
For SUMO Mot1 rescue, `COc1ccc(-c2cc(C3CC3)nc3sc(C#N)c(N)c23)cc1` has -31

(more compounds)
SMILES	DSG3 Ab inh	MITF act	PKA-R2B act	PKA-R1A act	Arr AP2 block	SR-BI DiI inh	dFosB act	SR-BI DiI-HDL act	CDK5 inh	NSD2 HMT inh	SUMO Mot1 rescue
CC(C)C[C@@H](CN1CCCC1CN1C(=S)NC[C@@H]1Cc1ccc(O)cc1)N1C[C@H](Cc2ccccc2)N(CC2CCCCCC2)C1=S (some centres not stated)	103	2	-4	-13	10	-8	45*	8	-1.0	/	/
Cc1onc(-c2ccccc2)c1C(=O)Nc1nnc(CC(C)(C)C)s1	/	5	8	-7	-16	/	-1	/	-1.5	-1	9
Cc1ccc(Cl)cc1N1CCN(Cc2nnnn2Cc2ccco2)CC1	107	5	-4	-15	0	28	-4	-28	0.0	0	2
CCOC(=O)N1CCN(C(=S)NC(=O)c2c(-c3c(Cl)cccc3Cl)noc2C)CC1	83	7	4	-9	0	-12	-8	12	0.8	-2	-12
O=C(c1cnn2c(C(F)(F)F)cc(-c3cccs3)nc12)N1CCCC1	95	-2	-10	-1	3	/	-8	/	1.6	-3	-12
COc1ccc(Cl)cc1C(=O)NCCCn1ccnc1	110	2	-4	4	6	3	-5	-3	1.0	-1	79
CCOC(=O)[C@H]1[C@H]2COc3cc(OC)ccc3[C@@H]2N2C(=O)c3cc(F)c(F)cc3NC(=O)[C@@]12C	102	-11	-1	7	19	4	3	0	0.4	/	-22
CC[C@]12c3[nH]c4ccc(OC)cc4c3CCN1C(=O)C(CC(=O)NCCc1ccccn1)C[C@@H]2C(=O)N1CCN(C(=O)C2CC2)CC1 (some centres not stated)	98	8	3	1	-8	-1	-2	1	0.2	/	/
O=C1CN(S(=O)(=O)c2cccc(Cl)c2Cl)c2ccccc2N1	/	-11	-7	-11	1	/	-5	/	-5.3	3	4
CNc1nc2[nH]c(=O)c3c(c2s1)OC(N)=C(C#N)C3c1ccccc1 (configuration not stated)	103	-9	-9	2	4	19	8	-19	-1.1	17	3
Cn1cnnc1-c1cccc(NC(=O)c2cc(F)c(F)cc2Cl)c1	113	2	-11	6	1	/	-5	/	0.4	-3	4
CCCN(C(=O)COC(=O)c1nc2nc(C)cc(C)n2n1)C1CCS(=O)(=O)C1 (configuration not stated)	102	9	-8	-9	-12	-16	-4	16	-1.3	1	0

Grouped by structure: the entries above containing a cyano group
SMILES	DSG3 Ab inh	MITF act	PKA-R2B act	PKA-R1A act	Arr AP2 block	SR-BI DiI inh	dFosB act	SR-BI DiI-HDL act	CDK5 inh	NSD2 HMT inh	SUMO Mot1 rescue
COc1ccc(-c2cc(C3CC3)nc3sc(C#N)c(N)c23)cc1	103	13	-1	-3	0	69	3	-69	3.0	-1	-31
CNc1nc2[nH]c(=O)c3c(c2s1)OC(N)=C(C#N)C3c1ccccc1 (configuration not stated)	103	-9	-9	2	4	19	8	-19	-1.1	17	3

Continued:
SMILES	DSG3 Ab inh	MITF act	PKA-R2B act	PKA-R1A act	Arr AP2 block	SR-BI DiI inh	dFosB act	SR-BI DiI-HDL act	CDK5 inh	NSD2 HMT inh	SUMO Mot1 rescue
COc1ccc(CNC(=S)Nc2ccccc2)cc1	142	/	-2	-5	-7	5	-4	-5	-1.1	0	-7
CCOc1ccc(Nc2nc(Cc3nnc(SCC(=O)NC4CCCCC4)n3C)cs2)cc1	98	2	-5	-1	-7	-11	12	11	11	3	0
COC(=O)c1c([N+](=O)[O-])c(OC)c(OC)c(OC)c1[N+](=O)[O-]	100	5	-7	-11	26	0	-5	0	-0.7	0	-12
CC(=O)Nc1ccc(SCC(=O)Nc2cc(C)on2)cc1	100	4	-7	-7	-8	-17	0	17	-0.6	2	/
CN(C)C1=NCCN1CCCCc1ccccc1	99	-7	-9	-11	7	-9	-2	9	1.6	/	19
Cc1ccc(OCC(=O)N(c2ccccn2)C2CCCCC2)c(C)c1	96	8	4	6	17	-3	-6	3	0.7	7	-21
CC(C)NC(=O)c1cc(-c2ccco2)nn1-c1ccc(Cl)cc1	93	/	-9	-9	22	44	-20	-44	-2.0	6	-13
Cc1ccc(S(=O)(=O)N(C)CC(=O)N2CCN(C(=O)c3ccco3)CC2)cc1	103	-8	-1	-4	-2	13	-8	-13	-0.8	-2	2
CCOC(=O)Cn1nc(C)cc1NC(=O)c1cccnc1	106	-12	-4	2	17	-3	-2	3	1.1	-1	7
CC1CCc2cc(F)ccc2N1C(=O)CCl (configuration not stated)	113	-52	-13	-8	6	-7	1	7	-0.9	/	/
